MBNL1-CUG inh = qHTS Assay for Inhibitors of MBNL1-poly(CUG) RNA binding. Potency, µM (top dose mostly 57.5 µM), for the others: top-dose activity change, negative = inhibition, hits mostly inhibitors. 280,000 compounds, 0.036% hits. Muscleblind-like protein 1 (Homo sapiens), Q9NR56. TR-FRET MBNL1-His/biotin-(CUG)12 binding, 665/545 ratio. AID 2675, 2010; active = well fitted inhibition curve with a large enough effect in the signal ratio, with a control signal flat, not every such curve was filed as active; inconclusive = small, poorly fitted or top-dose-only effect, or effect the other way, or a change in a side signal; inactive = no such curve, though single readings can be large or run the other way; the % refers to the signal ratio; also: potency is read from the fitted curve at half-maximal effect; % is scaled to controls: 0 for no effect and ±100 for the full control effect
Target sequence (Q9NR56 whole entry, looked up): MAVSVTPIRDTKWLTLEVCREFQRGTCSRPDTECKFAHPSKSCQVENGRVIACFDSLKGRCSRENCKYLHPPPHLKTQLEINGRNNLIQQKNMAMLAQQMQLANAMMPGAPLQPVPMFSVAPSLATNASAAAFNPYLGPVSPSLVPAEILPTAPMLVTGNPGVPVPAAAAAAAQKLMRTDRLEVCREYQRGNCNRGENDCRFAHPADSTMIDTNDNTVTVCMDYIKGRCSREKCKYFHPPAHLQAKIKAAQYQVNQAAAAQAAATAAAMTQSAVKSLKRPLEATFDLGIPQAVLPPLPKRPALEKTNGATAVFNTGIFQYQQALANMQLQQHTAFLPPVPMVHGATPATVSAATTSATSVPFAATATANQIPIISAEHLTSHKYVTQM
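Compounds (final 92 nM to 58 uM) are added to His-tagged MBNL1 and biotin-(CUG)12, then terbium anti-His antibody and streptavidin-XL665 (5 nM final). After 60 min at room temperature, the 665/545 nm ratio is read.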
Mito fusion act = qHTS Assay for Small Molecule Inhibitors of Mitochondrial Division or Activators of Mitochondrial Fusion; S. cerevisiae fusion-defective mutant growth rescue, CellTiterGlo 48 h; Potency, µM (top dose mostly 46.1 µM), without a hit: at the top dose growth rescue (activation), most hits filed as activators; 320,000 compounds, 0.23% hits; AID 485298, 2010;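 also: potency is read from the fitted curve at half-maximal effect; % of control where 0% means no effect; nearly all actives have a fitted effect of over 45% in size; temperature-sensitive fusion mutants such as fzo1-1 at 37 °C on non-fermentable ethanol glycerol medium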
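S. cerevisiae fusion-defective temperature-sensitive mutants (e.g. fzo1-1, mgm1-5) grown 48 h at 37C in YPEG (ethanol/glycerol non-fermentable) medium with 23 nl compound per well; growth rescue read as CellTiterGlo luminescence.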
Menin-MLL TR inh = qHTS Assay for Inhibitors Targeting the Menin-MLL Interaction in MLL Related Leukemias: Competition With Texas Red Labeled MLL-derived Mutant Peptide | O00255 | Menin + Texas Red MLL mutant peptide, fluorescence polarization | Potency, µM (highest dose often 61.6 µM), for the others: at the top dose FP activity change, negative = inhibition, actives largely listed as inhibitors | 270,000 compounds, 0.23% hits | AID 1768, 2009; active = well fitted inhibition curve with a large enough effect in the polarisation, with a control signal flat, not every such curve was filed as active; inconclusive = small, poorly fitted or top-dose-only effect, or effect the other way, or a change in a side signal; inactive = no such curve, though single readings can be large or run the other way; the % refers to the polarisation; also: potency is read from the fitted curve at half-maximal effect; % of control where 0% means no effect; many of its hits are not listed in these tables
S-ASM inh = Inhibitors of Secretory Acid Sphingomyelinase (S-ASM): qHTS; Sphingomyelin phosphodiesterase (Homo sapiens), P17405; placental ASM, HMU-PC fluorogenic substrate, 60 min; Potency, µM (titrated, usually from 57.5 µM), inactives show at the highest dose activity change, negative = inhibition, hits mostly inhibitors; 340,000 compounds, 0.006% hits; AID 504937, 2011; also: potency is read from the fitted curve at half-maximal effect
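HMU-PC0 cleavage (9 uM final) by human placental ASM, 60 min at 37 °C following 10 min compound exposure at RT; stopped at pH 10, fluorescence Ex 386/Em 447 nm.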
TSHR antag = Antagonists of the Thyroid Stimulating Hormone Receptor: HTS campaign | AID 504810, 2011 | TSHR-expressing cells, TSH-stimulated cAMP HTRF, 2 h; stronger effect = lower value | activity change, negative = inhibition, % at 11.5 µM | 330,000 compounds, 0.2% hits | Thyrotropin receptor (Homo sapiens), P16473;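 active = activity change below a set negative limit, meaning inhibition stronger than a set level, cut at about -70% in these data; inconclusive = activity change between two set negative limits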; also: % is scaled to controls: 0 for no effect and ±100 for the full control effect
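Competitive HTRF cAMP read-out (cryptate anti-cAMP antibody, cAMP-d2; 30 min, room temperature) in freshly harvested TSHR cells. Compounds added before TSH at EC80 (4nM final), followed by 2 hours' incubation at 37 deg C.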
TCR activator = Activators of T cell receptors: qHTS campaign; 330,000 tested, under 10 active; primary human leukocytes, anti-CD3, IL-2 HTRF, 48 h; Potency, µM (series often up to 9.22 µM), for inactives: top-dose activation of IL-2 secretion, actives largely listed as activators; also: % of control where 0% means no effect
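Using a-CD3 beads without co-stimulation, primary human leukocytes were exposed to compounds for 48 hr. An HTRF IL-2 kit measured the cytokine, with europium-to-d2 energy transfer producing emission at 665nm upon 320nm excitation.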
PTAP TSG101 blk = qHTS Assay for Iinhibitors of HIV-1 Budding by Blocking the Interaction of PTAP/TSG101 | 340,000 tested, under 10 active | Fluorescence polarization, FITC-PTAP peptide / Tsg101 binding | Potency, µM (titrated, usually from 115 µM), without a hit: at the top dose activity change, negative = inhibition, usual class: inhibitors | Tumor susceptibility gene 101 protein (Homo sapiens), Q99816; active = well fitted inhibition curve with a large enough effect in the main read-out, with a control signal flat, not every such curve was filed as active; inconclusive = small, poorly fitted or top-dose-only effect, or effect the other way, or a change in a side signal; inactive = no such curve, though single readings can be large or run the other way; also: potency is read from the fitted curve at half-maximal effect; % of control where 0% means no effect
Target sequence (Q99816 whole entry, looked up): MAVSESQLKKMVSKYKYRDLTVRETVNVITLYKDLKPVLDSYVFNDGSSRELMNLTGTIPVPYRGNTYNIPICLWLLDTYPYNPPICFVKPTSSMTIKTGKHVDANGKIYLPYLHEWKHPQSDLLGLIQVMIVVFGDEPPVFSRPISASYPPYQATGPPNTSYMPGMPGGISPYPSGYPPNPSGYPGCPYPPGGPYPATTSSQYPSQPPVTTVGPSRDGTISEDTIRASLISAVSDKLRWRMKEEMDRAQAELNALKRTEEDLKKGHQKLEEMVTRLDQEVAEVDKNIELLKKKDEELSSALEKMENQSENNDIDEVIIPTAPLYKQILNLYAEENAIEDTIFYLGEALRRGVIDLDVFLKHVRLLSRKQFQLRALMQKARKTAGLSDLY
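Compounds were pin-transferred onto Tsg101 binding domain (10 uM final) in HEPES pH 7.5 buffer, then FITC-PTAP peptide was added at 50 nM final. After 20 min at RT, polarization reported peptide displacement across a qHTS concentration series.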
a7 integrin act = qHTS for Activators of Integrin-Mediated Alleviation for Muscular Dystrophy; alpha7betagal myoblasts, beta-gal FDG fluorescence, 48 h; Potency, µM (doses to about 38.3 µM), for the others: top-dose activation, most hits filed as activators; 350,000 compounds, 0.064% hits; AID 624291, 2012;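 also: potency is read from the fitted curve at half-maximal effect; 100% = response of the positive control SU9516; nearly all actives have a fitted effect of over 60% in size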
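Alpha7betagal+/- myoblasts (passage 13) were plated 16-24 hr, then exposed to compounds (1:260 dilution of DMSO stock) for 48 hours at 37C. After MPER lysis, β-galactosidase reporter activity was read as FDG fluorescence (ex 480/em 540) after 30 minutes.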
A-T KAP1 phos = qHTS Assay for Identifying a Potential Treatment of Ataxia-Telangiectasia; 320,000 compounds, 0.19% hits; Potency, µM (series often up to 57.5 µM), without a hit: top-dose activation, most hits filed as activators; […] A-T fibroblasts, KAP-1 phosphorylation AlphaLISA; neocarzinostatin DNA damage 30 min before lysis; also: potency is read from the fitted curve at half-maximal effect; % of control where 0% means no effect; nearly all actives have a fitted effect of over 45% in size
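ATM-like activity read as KAP-1 phosphorylation via AlphaLISA donor/acceptor antibody pairs after lysis and 6 hr at 25C. Cells were ATM-null patient fibroblasts ([…], hTERT), dosed 60 min, then exposed to the DSB inducer NCS for 30 min.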
CXXC DNA block = qHTS Fluorescence Polarization Assay for Inhibitors of MLL CXXC domain - DNA interaction; MLL-CXXC / FITC-HOXA9 DNA fluorescence polarization; Potency, µM (series often up to 115 µM), inactives show top-dose activity change, negative = inhibition, usual class: inhibitors; Histone-lysine N-methyltransferase 2A (Homo sapiens), Q03164; 290,000 compounds, 0.037% hits; AID 2662, 2010; active = well fitted inhibition curve with a large enough effect in the polarisation, with a control signal flat, not every such curve was filed as active; inconclusive = small, poorly fitted or top-dose-only effect, or effect the other way, or a change in a side signal; inactive = no such curve, though single readings can be large or run the other way; the % refers to the polarisation; also: potency is read from the fitted curve at half-maximal effect
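Steps: dispense CXXC domain solution (7 uM) → pin compounds or unlabeled HOX-A9 DNA control → 5 min ambient → add FLSN-HOX-A9 solution (50 nM) → spin → 30 min ambient → fluorescence polarization. Tris pH 7.5/NaCl/DTT/BSA buffer.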
The depositor's hits bear a star; ? = inconclusive; . = no result given; [ ] = dose if it differs, or a comment. Unless noted, calls follow the shape of the dose curve; as a rule, active = well fitted curve in the direction sought with a large enough effect; inconclusive = small, poorly fitted or top-dose-only effect, or another doubt; inactive = no such curve, though single readings can be large; an effect the other way counts as inactive or inconclusive. These rows are one share of the data, so the mix of outcomes need not match the whole.

compound	MBNL1-CUG inh	TCR activator	a7 integrin act	S-ASM inh	CXXC DNA block	TSHR antag	A-T KAP1 phos	PTAP TSG101 blk	Mito fusion act	Menin-MLL TR inh
Cc1cccc(C)c1NC(=O)C(C)Sc1n[nH]c(-c2ccncc2)n1 (stereo not drawn)	-4%	-8%	6%	-5%	11%	-6	6%	-3%	2%	5%
CCOc1ccccc1-c1ccc(C(=O)NCc2ccccc2)o1	-13%	-6%	-26%	0%	5%	-4	-14%	-5%	?	0%
O=C(Cc1csc(NC(=O)Nc2cccc(Cl)c2)n1)NCc1cccnc1	.	1%	-13%	-4%	.	-21	-3%	0%	-7%	.
Cc1cc(Nc2ccccc2)c2c([N+](=O)[O-])ccc(C)c2n1	39%[activator]	-6%[46.1 µM]	-26%	0%	4%	-6	13%	-4%	-15%	-6%
CN1CCN(C(=O)c2cc3sccc3n2CC(=O)c2ccccc2)CC1	3%	-33%	-49%[inhibitor]	-1%	11%	-1	12%	-5%	-1%	-9%
Cc1cc(C)cc(OCC(=O)Nc2ccncc2)c1	2%	14%	24%	5%	-8%	-16	5%	-5%	2%	-6%
O=C(NCc1nnc(SCC(=O)N2CCOCC2)o1)c1c(F)cccc1Cl	-14%	-78%	11%	0%	-2%	-7	1%	-2%	-3%	14%
O=C(COc1ccc2ccc(=O)oc2c1)OCc1ccccc1	?	-4%	-4%	-1%	-8%	-15	-1%	1%	-1%	-2%
CCCn1c(SCC(=O)NCc2ccc(C)cc2)n[nH]c1=O	-7%	2%	5%	-1%	1%	5	3%	-4%	-5%	2%
COc1ccccc1N(CC(=O)Nc1ccc(C(F)(F)F)cc1)S(C)(=O)=O	-2%	-2%	4%	1%	6%	10	2%	-8%	-7%	2%
Cc1cnc(NC(=O)C2(c3ccccc3)CC2)s1	-3%	4%	0%	5%	2%	-1	5%	-5%	1%	1%
Cc1ccc(OCC(=O)N(Cc2cccs2)C2CCS(=O)(=O)C2)cc1 (stereo not drawn)	-7%	2%	14%	-2%	10%	2	-12%	-3%	-4%	.
S=c1[nH]nc(COc2ccccc2)n1/N=C/c1c(Cl)cccc1Cl	-14%	2%	6%	-1%	7%	-12	-18%	-3%	-6%	-13%
COCCCNC(=S)NNC(=O)c1cc(Cl)c(O)c(Cl)c1	-5%	3%	21%	-2%	?	4	-35%	-2%	-1%	.
COC(=O)Nc1nc(-c2ccccc2)c(C(=O)c2ccccc2)s1	49%[activator]	6%	-9%	-10%	8%	4	1%	-1%	21%	17%
C[n+]1cccc(/C=N/Nc2nc(Cl)c(C#N)c(Cl)c2Cl)c1	?	4%	-15%	-21%	42%[activator]	-1	-11%	-4%	-2%	.
CC(OC(=O)c1ccc(Cl)cc1)C(=O)NCc1ccc2c(c1)OCO2 (stereo not drawn)	.	-5%	5%	0%	.	-6	-6%	0%	15%	.
Cc1cc(C(=O)OCC(=O)Nc2cccc(S(=O)(=O)N(C)C)c2)c2ccccc2n1	.	0%	-16%	-2%	-1%	4	-8%	1%	-4%	31%[activator]
CCOc1ccc(NC(=O)C(NC(=O)C2CCC(C)CC2)C(C)C)cc1 (stereo not drawn)	0%	6%	-26%	-1%	8%	5	3%	0%	7%	11%
O=C(C1=C[C@@H](c2coc3ccccc3c2=O)C[C@@H](OCCCCO)O1)N1CCN(Cc2ccc3c(c2)OCO3)CC1	-11%	-2%	-4%	-2%	6%	2	-4%	-2%	6%	?
O=C(OCC(=O)N1CCCCCC1)c1cccnc1Cl	.	-3%	-57%[inhibitor]	-1%	.	7	-6%	0%	.	.
CC(=O)Nc1sc2c(c1C(c1ccccn1)N1CCCC1)CCCC2 (stereo not drawn)	-10%	-4%	8%	-2%	-4%	26	2%	3%	1%	-28%
Oc1ccc(/C=N/NC(=S)N2CCOCC2)cc1	?	2%	-57%[inhibitor]	-1%	12%	-13	-3%	0%	6%	-1%
CCOC(=O)/C(=N\Nc1ncnc2ccccc12)c1ccc(OC)cc1	?	-2%	0%	-17%	96%[activator]	-23	1%	4%	-7%	-21%
CCOC(=O)c1sc(NC(=O)CN(CC)CC)c(C(=O)OCC)c1C	3%	-1%	1%	0%	3%	6	4%	-2%	10%	-9%
Nc1cccnc1S(=O)(=O)c1cccc(C(F)(F)F)c1	.	-15%	7%	5%	.	.	.	-1%	.	.
CCOC(=O)Nc1sc(C(=O)N(C)C)c(C)c1C(=O)OCC	11%	-2%	-33%	6%	-1%	-18	4%	-4%	4%	-13%
O=C1NCCCc2c1oc1cc(Br)c(O)c(Br)c21	-4%	1%	23%[7.66 µM]	-6%	4%	-4	8%	-1%	2%	-1%
Cc1ccc(C)c(NC(=O)C2CCN(S(=O)(=O)c3ccc4c(c3)NC(=O)CO4)CC2)c1	-7%	-6%	15%	3%	23%	-13	4%	-4%	0%	.
Cc1ccc(S(=O)(=O)N2CCN(C(=O)CSc3n[nH]c(N)n3)CC2)c(C)c1	.	-11%	10%	-2%	.	-1	2%	-1%	2%	.
COc1ccc(CCNC(=O)CSCc2ccc(Cl)cc2)cc1OC	-5%	-3%[46.1 µM]	-19%	3%	7%	-11	-3%	1%	3%	-8%
CCCc1cc(=O)n2c(nc3ccccc32)[nH]1	-2%	-3%	-3%	1%	12%	-8	0%	1%	12%	8%
Cc1cc(OCc2cc(C(=O)N3CCCCCC3)no2)cc(C)c1Cl	-5%	-1%	-26%	-8%	7%	45	17%	.	1%	.
COc1ccc(C(=O)CSc2cc(C)nc3nc(C)nn23)cc1OC	-3%	1%	-42%	-2%	9%	4	-1%	-4%	2%	7%
COc1ccc(/C(N)=N/OC(=O)c2ccc3c(c2)OCO3)cc1OC	11%	.	7%	-2%	3%	3	4%	-4%	-2%	13%
NC(=O)[C@@H]1CCNc2c(I)cc([N+](=O)[O-])cc2C(=O)N[C@@H](CCC(=O)O)C(=O)N[C@@H](CO)C(=O)N1	?	8%	17%	-10%	7%	-4	.	-2%	-9%	?

Whole records from above:
Results for COc1ccccc1N(CC(=O)Nc1ccc(C(F)(F)F)cc1)S(C)(=O)=O : MBNL1-CUG inh = -2%; TCR activator = -2%; a7 integrin act = 4%; S-ASM inh = 1%; CXXC DNA block = 6%; TSHR antag = 10; A-T KAP1 phos = 2%; PTAP TSG101 blk = -8%; Mito fusion act = -7%; Menin-MLL TR inh = 2%
Results for COc1ccc(C(=O)CSc2cc(C)nc3nc(C)nn23)cc1OC : MBNL1-CUG inh = -3%; TCR activator = 1%; a7 integrin act = -42%; S-ASM inh = -2%; CXXC DNA block = 9%; TSHR antag = 4; A-T KAP1 phos = -1%; PTAP TSG101 blk = -4%; Mito fusion act = 2%; Menin-MLL TR inh = 7%
